Bioassay records from PubChem.
A549 viability: Nrf2 qHTS screen for inhibitors: counterscreen for cytotoxicity; Potency, µM (highest dose often 46 µM), without a hit: at the top dose activity change, negative = cytotoxicity, most hits filed as inhibitors; A549 ARE-Fluc cells, CellTiter-Fluor viability, 18-24 h; hit rate 0.16% among 390,000; AID 504648, 2011; also: % is scaled to controls: 0 for no effect and ±100 for the full control effect
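Cytotoxicity counterscreen: CellTiter-Fluor fluorescence was measured in A549 ARE_Fluc cells after 18-24 h of compound exposure in a concentration series. The subsequent BugLite luminescent read reports ARE-luciferase activity.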
TGFb SMAD3 inh: qHTS for Inhibitors of TGF-b; Potency, µM (series often up to 46.1 µM), inactives show at the top dose activity, negative = inhibition, actives largely listed as inhibitors; hit rate 1.2% among 410,000; AID 588855, 2011; HepG2 CAGA-GFP TGF-b/SMAD3 reporter, GFP fluorescence, 18 h; TGF-beta stimulated, 500 pg/mL final; also: % is scaled to controls: 0 for no effect and ±100 for the full control effect; nearly all actives have a fitted effect of over 65% in size
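Using HEPG2 CAGA-GFP reporter cells at 1000 cells/well, we pinned test compounds, stimulated with recombinant TGF-beta (500 pg/mL final) and measured total well GFP after 18 h.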
HepG2 viability: qHTS for Inhibitors of TGF-b: Cytotox Counterscreen; HepG2 CAGA-GFP viability, ATP luminescence, 18 h; Potency, µM (titrated, usually from 46.1 µM), inactives show at the highest dose activity change, negative = cytotoxicity, most hits filed as cytotoxic; hit rate 0.76% among 410,000; also: some results filed as inactive show a strong effect at the top dose
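HepG2 CAGA-GFP cells (1000/well, DMEM with 1% FBS) received compound, then TGF-beta at 500 pg/mL final, and were incubated 18 hours at 37 degrees C. Viability was read by CellTiter-Glo luminescence. Media-only wells were set as complete cell-killing and DMSO as no toxicity.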
EPAC2 antagonist: qHTS for Antagonist of cAMP-regulated guanine nucleotide exchange factor 2 (EPAC2): primary screen; Rap guanine nucleotide exchange factor 4 (Homo sapiens), Q8WZA2; EPAC2 GEF exchange of Rap1B-BODIPY-GDP, fluorescence; Potency, µM (series often up to 114 µM), inactives show at the top dose activity, negative = inhibition, actives largely listed as inhibitors; hit rate 0.18% among 360,000; AID 720708, 2013; also: % is scaled to controls: 0 for no effect and ±100 for the full control effect; nearly all actives have a fitted effect of over 45% in size; many of its hits are not listed in these tables
Target sequence (Q8WZA2 whole entry, looked up): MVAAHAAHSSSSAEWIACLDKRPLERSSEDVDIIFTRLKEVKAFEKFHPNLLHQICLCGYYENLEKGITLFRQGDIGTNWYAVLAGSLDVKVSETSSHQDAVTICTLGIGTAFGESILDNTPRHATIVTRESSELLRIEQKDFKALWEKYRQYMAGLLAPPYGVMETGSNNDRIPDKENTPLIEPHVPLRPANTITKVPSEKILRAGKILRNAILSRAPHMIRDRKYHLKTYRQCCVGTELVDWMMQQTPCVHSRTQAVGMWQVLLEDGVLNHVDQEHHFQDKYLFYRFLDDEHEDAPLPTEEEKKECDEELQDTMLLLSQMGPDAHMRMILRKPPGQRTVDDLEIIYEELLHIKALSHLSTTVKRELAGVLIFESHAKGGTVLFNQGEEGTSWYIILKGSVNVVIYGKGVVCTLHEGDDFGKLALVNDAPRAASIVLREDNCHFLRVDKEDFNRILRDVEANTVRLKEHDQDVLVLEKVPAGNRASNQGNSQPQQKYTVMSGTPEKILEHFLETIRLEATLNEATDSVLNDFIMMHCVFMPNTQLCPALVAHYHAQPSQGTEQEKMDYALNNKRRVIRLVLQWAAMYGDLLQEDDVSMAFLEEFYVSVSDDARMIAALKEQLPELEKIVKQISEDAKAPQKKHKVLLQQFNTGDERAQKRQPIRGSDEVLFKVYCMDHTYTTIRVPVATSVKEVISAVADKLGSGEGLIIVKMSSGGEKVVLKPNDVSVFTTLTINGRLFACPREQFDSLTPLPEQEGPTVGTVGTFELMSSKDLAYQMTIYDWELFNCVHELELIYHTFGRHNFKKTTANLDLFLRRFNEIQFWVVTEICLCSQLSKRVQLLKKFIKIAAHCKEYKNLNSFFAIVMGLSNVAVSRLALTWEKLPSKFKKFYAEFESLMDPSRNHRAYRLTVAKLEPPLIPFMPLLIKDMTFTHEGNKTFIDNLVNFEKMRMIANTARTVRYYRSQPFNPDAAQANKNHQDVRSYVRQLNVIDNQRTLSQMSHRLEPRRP
ATXN2 expr inh: Primary qHTS for Inhibitors of ATXN expression; HEK-293 ATXN2-luciferase reporter, luminescence, 24 h; Potency, µM (series often up to 57 µM), for the others: at the top dose activity change, negative = inhibition, hits mostly inhibitors; hit rate 0.72% among 360,000; AID 1745845, 2022; also: % is scaled to controls: 0 for no effect and ±100 for the full control effect; nearly all actives have a fitted effect of over 55% in size
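ATXN2-luciferase reporter cells (luciferase flanked by upstream and downstream ATXN2 gene portions) were treated 24 h at 37 °C with compounds at up to 57 uM. SteadyGlo luminescence gave expression; GF-AFC fluorescence gave viability.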
S2 tox: Viability Counterscreen for Primary qHTS for Inhibitors of ATXN expression; S2 cells (HEK-293 line with an ATXN2-luciferase reporter) viability, CellTiter-Fluor protease fluorescence, 24 h; Potency, µM (doses to about 56.7 µM), actives largely listed as cytotoxic; hit rate 0.49% among 400,000; AID 651635, 2014; also: nearly all actives have a fitted effect of over 40% in size
Nrf2 ARE act: qHTS of Nrf2 Activators. hit rate 0.31% among 410,000. Potency, µM (doses to about 46.1 µM), for the others: at the top dose activation, usual class: activators. AID 624171, 2012. AREc32 ARE-luciferase reporter (MCF7-derived line), luminescence, 24 h; also: % of control where 0% means no effect; nearly all actives have a fitted effect of over 65% in size
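Cells of the AREc32 ARE-luciferase line are plated in OPTI-MEM containing 5% FBS and left overnight at 37 deg C. Compounds are pinned in, incubation continues 24 hr, and firefly luciferase signal is then measured.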
MCF10A rereplic: A quantitative high throughput screen for small molecules that induce DNA re-replication in MCF 10a normal breast cells. Potency, µM (doses to about 46.1 µM), for the others: at the highest dose activity, positive = re-replication, hits mostly activators. AID 624296, 2012. MCF 10A DNA re-replication, Hoechst nuclear intensity, 48 h. hit rate 2.9% among 350,000; also: % of control where 0% means no effect; nearly all actives have a fitted effect of over 50% in size
Nrf2 block: Nrf2 qHTS screen for inhibitors. A549 ARE-Fluc reporter, luciferase luminescence, 18-24 h. Potency, µM (series often up to 46 µM), for the others: at the highest dose activity change, negative = inhibition, most hits filed as inhibitors. hit rate 2.1% among 360,000. AID 504444, 2011; also: % is scaled to controls: 0 for no effect and ±100 for the full control effect; nearly all actives have a fitted effect of over 60% in size
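Nrf2 activity is the BugLite luminescence, read 15 min after reagent at room temperature, following CellTiter-Fluor cytotoxicity readout (30 min, 37C). Compound titrations were applied for 18-24 h to 5000 A549 ARE_Fluc cells/well in 5% FBS OPTI-MEM.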
An asterisk follows results filed as active; i = inactive; ? = inconclusive; / = no result given; [ ] = dose if it differs, or a comment. Calls follow the shape of the dose curve; as a rule, active = well fitted curve in the direction sought with a large enough effect; inconclusive = small, poorly fitted or top-dose-only effect, or another doubt; inactive = no such curve, though single readings can be large; an effect the other way counts as inactive or inconclusive. Potency is read from the fitted curve at half-maximal effect.

entry	canonical_smiles	A549 viability	TGFb SMAD3 inh	HepG2 viability	EPAC2 antagonist	ATXN2 expr inh	S2 tox	Nrf2 ARE act	MCF10A rereplic	Nrf2 block
1	CCC1(c2ccc(Cl)cc2)NC(=S)N(c2ccc(C)cc2)N1 (configuration not stated)	-9%	-13%	-19%	-6%	53%[activator]	i	3.1%	?	-21%
2	O=C(NCCCN1CCOCC1)c1onc(CSc2ccc(F)c(F)c2)c1C(=O)NCCCN1CCOCC1	2%	-9%	-14%	0%	-10%	i	-0.8%	-27%	3%
3	CCn1cc(S(=O)(=O)CC(=O)NC2CCCCC2)c2ccccc21	-3%	0%	7%	12%	10%	i	-0.8%	3%	22%
4	O=C(CCC(=O)NNC(=O)Nc1cccc(Cl)c1)NCc1ccccc1	7%	11%	-31%	1%	-10%	i	-0.3%	-3%	2%
5	c1cncc(-c2nn3c(Cn4nnc5ccccc54)nnc3s2)c1	-8%	11%	-5%	-13%	3%	i	-0.2%	17%	-23%
6	CC1(C)Cc2c(c(-c3ccco3)nc3sc4c(NCCN5CCOCC5)ncnc4c23)CO1	-1%	-2%	-9%	3%	?	i	2.0%	?	-8%
7	O=C(COC(=O)/C=C/c1ccc(OC(F)F)cc1)NC1CCCCCCC1	-8%	6%	18%	9%	6%	i	-0.5%	-3%	17%
8	CCCC(=O)N1CCCC1(C)C(=O)N(C)Cc1cccc2ccccc12 (configuration not stated)	/	17%	-2%	-2%	-19%	i	-0.2%	/	/
9	O=C(Nc1ccccc1)NC(Cc1ccc(O)cc1)C(=O)O (configuration not stated)	5%	-4%	-3%	-6%	3%	i	-0.8%	5%	-25%
10	O=C(CN1C(=O)C2C3C=CC(C3)C2C1=O)Nc1nncs1 (configuration not stated)	1%	-4%	-4%	3%	-4%	i	-0.3%	15%	?
11	COc1ccc(-c2noc(CSc3nc4ccccc4c(=O)n3-c3ccccc3)n2)cc1OC	-18%	11%	-21%	0%	-9%	i	2.2%	-1%	?
12	CC(=O)c1ccc(NS(=O)(=O)c2cc3c(cc2C)N(C(C)=O)CCO3)cc1	-7%	2%	0%	3%	10%	i	-0.2%	1%	2%
13	COCCNC(=O)c1cc2sc3ccccc3c2s1	3%	12%	-11%	10%	34%[activator]	i	6.6%	0%	?
14	O=C(Nc1ccc(OC(F)F)cc1)c1cc(S(=O)(=O)N2CCOCC2)ccc1N1CCCC1	10%	?	-14%	-1%	-2%	i	-0.1%	-3%	-8%
15	CCCCC1Cc2[nH]c(=S)[nH]c(=O)c2C(c2ccc(F)cc2)O1 (configuration not stated)	/	1%	5%	?	10%	i	0.3%	/	/
16	O=C(c1ccco1)N1CCCC(c2nc3c(nnn3Cc3ccc(Cl)cc3Cl)c(=O)[nH]2)C1 (configuration not stated)	-10%	3%	-3%	?	-20%	i	2.2%	5%	0%
17	COc1ccc(Br)cc1/C=N/NC(=O)c1cccc(S(=O)(=O)N2CCOCC2)c1	-3%	3%	-10%	-4%	14%	i	6.6%	5%	-18%
18	O=C(Nc1ccc2sccc2c1)c1ccc(Cl)s1	2%	1%	-26%	-6%	40%[activator]	i	0.9%	18µM*	?
19	Cc1c(NC(=O)CN2CCN(c3ccccc3)CC2)c(=O)n(-c2ccccc2)n1C	0%	4%	-2%	3%	4%	i	-1.3%	-2%	-2%
20	Cc1ccc(Nc2ncc3c(=O)[nH][nH]c(=O)c3n2)cc1	5%	17%	-4%	1%	-12%	i	-0.4%	-19%	-2%
21	Nc1ccc(C(=O)N2CCCC2)cc1	3%	26%	-7%	9%	-2%	i	-0.4%	-1%	12%
22	Cc1c(NCc2ccncc2)cccc1C(=O)O	3%	4%	4%	16%	-5%	i	-0.4%	1%	-1%
23	CSc1nncn1/N=C/c1cc(Cl)ccc1F	-3%	-6%	-2%	5%	11%	i	2.7%	-1%	12%
24	Cn1c(=O)n(CCO)c(=O)c2c1nc(Br)n2Cc1ccccc1	10%	-3%	7%	2%	/	?	0.5%	1%	-6%
25	COc1cccc2[nH]c3ccccc3c(=O)c12	?	-1%	-35%	-8%	/	?	5.7%	?	-23%
26	CC(NC(=O)c1ccncc1)C(C)(C)C (configuration not stated)	3%	1%	-3%	0%	1%	i	0.0%	-3%	-16%
27	Cc1cc(C)cc(C(=O)N2CC(C)OC(C)C2)c1 (configuration not stated)	-7%	5%	3%	4%	/	/	-0.1%	2%	16%
28	COc1ccc(C2(c3ccc(OC)cc3)NC(=O)N(CC(=O)Nc3ccc(OC)c(OC)c3)C2=O)cc1	7%	-19%	-7%	-11%	-8%	i	3.3%	-2%	-28%
29	COC(=O)c1ccc(OCC(=O)NCCC2=CCCCC2)c(OC)c1	-1%	-2%	-3%	-8%	/	i	0.3%	7%	7%
30	O=S(=O)(NCc1ccc2c(c1)OCO2)c1ccccc1F	5%	14%	-1%	18%	17%	i	-0.1%	9%	2%
31	O=C(CSc1nnc(CNC(=O)c2ccccc2)o1)NCc1ccccc1	2%	-4%	0%	20%	6%	i	-1.1%	-3%	12%
32	CN(C)S(=O)(=O)c1cccc(NC(=O)CCNC(=O)c2ccccc2Cl)c1	-1%	-26%	-3%	-3%	10%	i	0.1%	-4%	-17%
33	NC(Cc1ccc(Cl)cc1)c1csc(NC(=O)NCCc2ccccc2)n1 (configuration not stated)	/	?	-111%	-8%	?	28µM*	-3.5%	/	/
34	O=c1[nH]c(C2CCN(S(=O)(=O)c3ccc(S(=O)(=O)NC4CC4)cc3)CC2)nc2c1nnn2Cc1ccccc1	0%	-12%	-8%	-6%	24%	i	2.7%	?	-13%
35	COc1ccc2sc(-c3ccc(S(C)(=O)=O)cc3)c(-c3ccc4c(c3)OCCO4)c2c1	-1%	-3%	1%	17%	-7%	i	4.8%	24%	-17%
36	CN(CCNC(=O)C1(O)c2ccccc2NC(=O)N1c1ccccc1)Cc1ccccc1 (configuration not stated)	-5%	-2%	-4%	14%	-11%	i	-0.6%	-1%	4%
37	C/C(=N\NC(=O)c1nnn(-c2nonc2N)c1CSc1ccc(C)cc1)c1ccco1	1%	-1%	-17%	4%	-19%	i	0.2%	15%	13%
38	Cc1ccc(C(=O)C2CCN(S(=O)(=O)c3ccc(C(=O)O)cc3)CC2)cc1	2%	6%	9%	-1%	-12%	i	-0.2%	1%	-20%
39	Cc1cc(C(=O)NNC(=S)NC(C)c2ccccc2)cs1 (configuration not stated)	2%	-15%	-2%	12%	0%	i	0.4%	13%	-1%
40	CC(C)Cc1ccc(CN2CCCC(NC(=O)CCCN3CCCC3=O)C2)cc1 (configuration not stated)	2%	-4%	-25%	3%	/	i	1.0%	-7%	8%

Given as labelled records: four of the compounds above
[24] Cn1c(=O)n(CCO)c(=O)c2c1nc(Br)n2Cc1ccccc1
  A549 viability: 10%
  TGFb SMAD3 inh: -3%
  HepG2 viability: 7%
  EPAC2 antagonist: 2%
  ATXN2 expr inh: /
  S2 tox: ?
  Nrf2 ARE act: 0.5%
  MCF10A rereplic: 1%
  Nrf2 block: -6%

[25] COc1cccc2[nH]c3ccccc3c(=O)c12
  A549 viability: ?
  TGFb SMAD3 inh: -1%
  HepG2 viability: -35%
  EPAC2 antagonist: -8%
  ATXN2 expr inh: /
  S2 tox: ?
  Nrf2 ARE act: 5.7%
  MCF10A rereplic: ?
  Nrf2 block: -23%

[26] CC(NC(=O)c1ccncc1)C(C)(C)C (configuration not stated)
  A549 viability: 3%
  TGFb SMAD3 inh: 1%
  HepG2 viability: -3%
  EPAC2 antagonist: 0%
  ATXN2 expr inh: 1%
  S2 tox: i
  Nrf2 ARE act: 0.0%
  MCF10A rereplic: -3%
  Nrf2 block: -16%

[27] Cc1cc(C)cc(C(=O)N2CC(C)OC(C)C2)c1 (configuration not stated)
  A549 viability: -7%
  TGFb SMAD3 inh: 5%
  HepG2 viability: 3%
  EPAC2 antagonist: 4%
  ATXN2 expr inh: /
  S2 tox: /
  Nrf2 ARE act: -0.1%
  MCF10A rereplic: 2%
  Nrf2 block: 16%

(next part)
entry	canonical_smiles	A549 viability	TGFb SMAD3 inh	HepG2 viability	EPAC2 antagonist	ATXN2 expr inh	S2 tox	Nrf2 ARE act	MCF10A rereplic	Nrf2 block
41	COC(=O)c1c(-c2ccccc2)csc1NC(=O)c1ccco1	15%	-1%	-13%	-1%	42%[activator]	i	6.3%	-5%	?
42	c1coc(CNc2ncnc3c2oc2ccccc23)c1	-3%	?	-28%	2%	-24%	i	1.6µM*	18%	?
43	CCCCN1C(=O)C(CC(=O)NCC2CCCCC2)CC(C(=O)N(CC)CC)=C1C (configuration not stated)	/	-2%	-6%	7%	11%	i	0.2%	/	/
44	CN(C)c1ccc(-c2nc3ccccn3c2Nc2ccc3c(c2)OCCO3)cc1	-8%	/	-8%	/	/	/	4.2%	/	?
45	Cc1cccc(Nc2nc(-c3ccccc3)nc3ccccc23)c1	1%	?	-52%	/	-33%	i	4.3%	/	?
46	Cc1cc(-c2csc(NCc3ccccc3)n2)c(C)n1C	-14%	-5%	5%	-4%	-7%[11.3 µM]	i	0.0%	0%	-8%
47	CCOc1ccc(Nc2nc3c(C)cccc3cc2C#N)cc1	?	-1%	-7%	17%	-11%	/	1.6%	7%	3%
48	CCOC(=O)c1nnn(-c2nn3nnnc3c3ccccc23)c1C	-6%	25%	-14%	-5%	-8%	i	?	1%	-20%
49	Cc1cc2c(cc1S(=O)(=O)C(C)CC(=O)NCc1ccco1)OCC(=O)N2 (configuration not stated)	5%	8%	-25%	9%	15%	i	-0.2%	0%	8%

Full records, quoted from the list.
`Cc1cccc(Nc2nc(-c3ccccc3)nc3ccccc23)c1` is entered as A549 viability = 1%; TGFb SMAD3 inh = ?; HepG2 viability = -52%; EPAC2 antagonist = /; ATXN2 expr inh = -33%; S2 tox = i; Nrf2 ARE act = 4.3%; MCF10A rereplic = /; Nrf2 block = ?
`CCOc1ccc(Nc2nc3c(C)cccc3cc2C#N)cc1` is entered as A549 viability = ?; TGFb SMAD3 inh = -1%; HepG2 viability = -7%; EPAC2 antagonist = 17%; ATXN2 expr inh = -11%; S2 tox = /; Nrf2 ARE act = 1.6%; MCF10A rereplic = 7%; Nrf2 block = 3%

The list is partial; the hit share may differ from the screen's.
